Screening results: PubChem BioAssay, National Center for Advancing Translational Sciences (NCATS)
FBPA coupling cs: inhibits coupling enzyme system, counter-screen for aldolase hits | coupling enzyme system counterscreen, AmpLite Red fluorescence | activity change, negative = inhibition, % at 58.2 µM, hits read low | 290,000 compounds, 0.67% hits | AID 2472; in the data active = activity change below about -30%; also: % is scaled to controls: 0 for no effect and ±100 for the full control effect
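Final compound at 57.5 uM, incubated 10 min at RT with coupling enzyme reagent (glyceraldehyde-3-phosphate), then 20 min with substrate and AmpLite Red detection. Fluorescence read at 525/598 nm; tests interference with the coupling assay, not aldolase inhibition.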
Gal4-VP16 FLuc: inhibits Gal4-VP16 luciferase reporter, ROR gamma counter-screen | AID 2546 | 310,000 compounds, 3.5% hits | Drosophila S2 Gal4-VP16 UAS-luciferase, luminescence, 20 h | Potency, µM (highest dose often 53.6 µM), inactives show at the highest dose activity, negative = inhibition, hits mostly inhibitors;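 also: Gal4-VP16 expression switched on by copper sulfate through the metallothionein promoter; potency is read from the fitted curve at half-maximal effect; % is scaled to controls: 0 for no effect and ±100 for the full control effect; nearly all actives have a fitted effect of over 50% in size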
ELG1 genotox: inducers of genotoxicity in HEK293T ELG1-luciferase cells; HEK293T ELG1-luciferase reporter, luminescence, 16 h; Potency, µM (doses to about 46 µM), for the others: at the highest dose activity change, positive = activation, usual class: activators; 330,000 compounds, 1.3% hits; AID 504466; also: potency is read from the fitted curve at half-maximal effect; % of control where 0% means no effect; nearly all actives have a fitted effect of over 60% in size
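Cells (2,000/well) expressing the ELG1-luciferase fusion are dosed by pin tool and kept 16 hr at 37 °C, 5% CO2. Signal comes from ONE-Glo luciferase reagent after 30 min at room temperature.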
Rab9 prom act: activates the Rab9 promoter; Potency, µM (top dose mostly 9.22 µM), without a hit: at the highest dose activation, negative = inhibition, usual class: activators; 320,000 compounds, 2.8% hits; Huh7 Rab9 promoter-luciferase reporter, luminescence, 24 h; also: potency is read from the fitted curve at half-maximal effect; % of control where 0% means no effect; nearly all actives have a fitted effect of over 60% in size
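Huh7 reporter line, Rab9 promoter upstream of luciferase. Compound exposure 24 h at 37 °C in reduced-serum medium with 10% FBS. Read-out: luminescence.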
NPC1 promoter act: NPC1 promoter activation; Huh7 NPC1 promoter luciferase reporter, 24 h; Potency, µM (highest dose often 9.22 µM), without a hit: top-dose activation, most hits filed as activators; 320,000 compounds, 2.4% hits;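 also: potency is read from the fitted curve at half-maximal effect; % of control where 0% means no effect; nearly all actives have a fitted effect of over 60% in size; reporter is driven by a mutant NPC1 promoter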
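In 1536-well qHTS, Huh7 cells harboring an NPC1 promoter–luciferase construct received compound for 24 h; activation was quantified by luminescence following luciferase reagent addition.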
KCNH2 3.1 block: inhibitors of human KCNH2 3.1 potassium channel isoform | U2OS KCNH2 3.1, thallium flux FluxOr; hits give low values | activity change, % (tested at about 1.8 µM) | 340,000 compounds, 0.95% hits | AID 720553;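 active = maximum activity change below -70%; inconclusive = maximum activity change from -70% to -50%; inactive = maximum activity change above -50%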;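 also: thallium influx rate constant from kinetic fluorescence after stimulation buffer; % is scaled to controls: 0 for no effect and ±100 for the full control effect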
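U2OS cells transduced with KCNH2 3.1 mutant virus (1.77 x 10^8 /mL, 4 h), plated overnight at 37 C, loaded 45 min with FluxOr dye plus Red40 quencher. Thallium flux rate constant from kinetic reads after stimulation buffer, normalised to controls.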
FLuc counter: counter-screen for miR-21 project: firefly luciferase inhibitors or activators | P08659 | purified FLuc, Km substrates, luminescence inhibition | 360,000 compounds, 6.9% hits | Potency, µM (highest dose often 57.5 µM), inactives show top-dose activity change, negative = inhibition, hits mostly inhibitors;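 also: potency is read from the fitted curve at half-maximal effect; plate controls were vehicle for no effect and reference inhibitor for full effect; nearly all actives have a fitted effect of over 55% in size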
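Purified P. pyralis luciferase, 10 nM final, with Km-level 10 uM D-luciferin and 10 uM ATP in 50 mM Tris acetate pH 7.5, 10 mM Mg acetate, 0.01% Tween-20, 0.05% BSA; 6-point qHTS titration about 60 µM downward; luminescence read.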
RORgamma inh: inhibitors of mouse ROR gamma transcriptional activity; P51450; Drosophila S2 Gal4-RORgamma UAS-luciferase reporter, 20 h; Potency, µM (top dose mostly 53.6 µM), inactives show at the highest dose activity change, negative = inhibition, usual class: inhibitors; 310,000 compounds, 5.4% hits; also: potency is read from the fitted curve at half-maximal effect; % is scaled to controls: 0 for no effect and ±100 for the full control effect; nearly all actives have a fitted effect of over 60% in size
Target sequence (P51450 whole entry, looked up, the tested form may be a part): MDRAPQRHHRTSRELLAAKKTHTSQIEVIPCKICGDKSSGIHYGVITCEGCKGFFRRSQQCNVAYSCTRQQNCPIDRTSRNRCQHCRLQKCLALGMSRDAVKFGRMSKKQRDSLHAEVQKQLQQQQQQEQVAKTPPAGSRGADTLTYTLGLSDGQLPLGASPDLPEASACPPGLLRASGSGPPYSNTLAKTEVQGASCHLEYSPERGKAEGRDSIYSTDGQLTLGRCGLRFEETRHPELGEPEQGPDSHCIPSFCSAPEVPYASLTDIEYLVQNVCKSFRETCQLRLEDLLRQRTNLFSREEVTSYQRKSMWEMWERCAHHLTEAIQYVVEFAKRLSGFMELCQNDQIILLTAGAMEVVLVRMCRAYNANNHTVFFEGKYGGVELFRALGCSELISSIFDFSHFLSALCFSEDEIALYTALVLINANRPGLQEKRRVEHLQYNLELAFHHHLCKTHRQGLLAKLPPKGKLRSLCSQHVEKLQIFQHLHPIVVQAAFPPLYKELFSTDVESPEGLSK
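Stably transfected Drosophila Schneider cells are the test system, with ROR gamma fused to Gal4 and luciferase under UAS control; luminescence is read after 20 hr of 700 uM copper sulfate induction at ambient temperature.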
Giardia kill: kills Giardia lamblia. Giardia lamblia trophozoite viability. activity change, % at 7.66 µM, hits read low. 340,000 compounds, 0.15% hits. AID 540267; in the data active = activity change below about -80%; inconclusive = between about -30% and that limit;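 also: parasites exposed to compound for two days anaerobically before the ATP read; % is scaled to controls: 0 for no effect and ±100 for the full control effect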
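Killing of trophozoites was scored by loss of ATP luminescence after a 48 hrs anaerobic exposure to compounds at 37 deg C, using 100 cells per well.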
uPA generation: cell surface uPA generation inhibition | 330,000 compounds, 0.31% hits | Potency, µM (series often up to 38.3 µM), for the others: at the highest dose activity change, negative = inhibition, usual class: inhibitors | AID 540303 | cell surface uPA generation assay, qHTS; active = well fitted inhibition curve with a large enough effect; inconclusive = small, poorly fitted or top-dose-only effect; inactive = no such curve, though single readings can be large or run the other way; tested in mouse RAW 264.7 cells; also: potency is read from the fitted curve at half-maximal effect; % is scaled to controls: 0 for no effect and ±100 for the full control effect; nearly all actives have a fitted effect of over 55% in size
Tb PFK inh: T. brucei PFK enzyme inhibition. AID 485367. T. brucei PFK, ADP-Glo luminescence. Potency, µM (titrated, usually from 57.5 µM), for the others: top-dose activity, negative = inhibition, usual class: inhibitors. O15648. 330,000 compounds, 0.17% hits;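 also: potency is read from the fitted curve at half-maximal effect; 0% = uninhibited 1x PFK enzyme wells and -100% = no-enzyme wells; nearly all actives have a fitted effect of over 60% in size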
Target sequence (O15648 whole entry, looked up): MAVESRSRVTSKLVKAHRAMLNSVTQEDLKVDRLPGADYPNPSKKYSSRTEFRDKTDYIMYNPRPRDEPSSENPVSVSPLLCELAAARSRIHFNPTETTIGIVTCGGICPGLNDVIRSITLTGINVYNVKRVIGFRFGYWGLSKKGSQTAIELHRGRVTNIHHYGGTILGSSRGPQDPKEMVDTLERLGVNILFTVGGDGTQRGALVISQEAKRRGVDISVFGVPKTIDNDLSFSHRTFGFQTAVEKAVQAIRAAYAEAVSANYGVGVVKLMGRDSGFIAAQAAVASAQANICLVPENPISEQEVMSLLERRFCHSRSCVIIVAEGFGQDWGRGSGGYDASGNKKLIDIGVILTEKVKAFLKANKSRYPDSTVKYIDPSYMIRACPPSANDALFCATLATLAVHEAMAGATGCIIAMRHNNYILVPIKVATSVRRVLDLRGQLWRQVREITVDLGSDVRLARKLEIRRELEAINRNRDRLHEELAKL
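Compounds were pin-transferred as a titration series up to 57 uM into substrate buffer (0.5 mM F6P, 0.1 mM ATP, pH 8.0), then 1.25 nM PFK was added and reactions ran 45 min before ADP-Glo detection.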
The depositor's hits bear a star; u = inconclusive; x = no result given; [ ] = another dose, or the depositor's remark. Unless noted, calls follow the shape of the dose curve; as a rule, active = well fitted curve in the direction sought with a large enough effect; inconclusive = small, poorly fitted or top-dose-only effect, or another doubt; inactive = no such curve, though single readings can be large; an effect the other way counts as inactive or inconclusive.

SMILES	FBPA coupling cs	Gal4-VP16 FLuc	ELG1 genotox	Rab9 prom act	NPC1 promoter act	KCNH2 3.1 block	FLuc counter	RORgamma inh	Giardia kill	uPA generation	Tb PFK inh
CCOc1ccc2c(c1)C(C)=CC(C)(C)N2C(=O)Nc1ccccc1F	-20	-17%	4%	-4%	-6%	1	u	2%	6	4%	12%
O=C(CSc1ccc(-c2ccco2)nn1)NCc1ccccc1Cl	-1	4%	2%	7%	-2%	5	u	90%	8	5%	0%
COc1ccc(OCc2nnc(SCC(=O)Nc3ccccc3Cl)o2)cc1	0	4%	0%	4%	-2%	4	-13%	u	13	7%	0%
COc1ccc([N+](=O)[O-])cc1NCC(=O)Nc1cccc(S(=O)(=O)N2CCCC2)c1	x	x	-4%	0%	-1%	-4	5%	x	1	16%	-1%
CCc1nnc(NC(=O)CSc2nnc(-c3ccc(S(=O)(=O)N4CCCC4)cc3)n2CC)s1	6	8%	2%	1%	5%	17	-5%	u	9	-3%	17%
O=C(CN1CCN(c2ccc(O)cc2)CC1)NC(c1ccccc1)c1ccccc1	-7	11%	2%	-1%	1%	-22	0%	-14%	-3	-10%	-21%
Cn1c(-c2ccsc2)c(-c2cccs2)c2cc(-c3cccc4[nH]ccc34)ccc21	x	x	1%	0%	-2%	20	-1%	x	15	5%	0%
Cc1c(C(=O)N2CCCCC2)c(S(=O)(=O)N2CCN(c3ccccc3F)CC2)c(C)n1C	1	-4%	0%[9.26 µM]	-2%	1%	0	1%	7%	-4	-3%	1%
Cc1nnc(SCC(=O)NNC(=O)c2ccccc2)n1-c1ccccc1	1	4%	-1%	-1%	-4%	0	5%	-23%	-4	-2%	1%
O=C(Oc1ccccc1N1C(=O)C2CC=CCC2C1=O)c1ccc(Br)cc1 (stereo unspecified)	-1	u	0%	-3%	8%	-8	0%	-14%	30[activator]	0%	-2%
COC(=O)C1=CN(Cc2ccc(OC)cc2)C=C(C(=O)OC)C1c1cccs1	-7	-1%	-4%	-3%	1%	-3	0%	18%	-6	5%	-6%
O=C(NCCN1CCOCC1)NC1(C(F)(F)F)Oc2ccc(Cl)cc2O1 (stereo unspecified)	-1	u	16%	-3%	-9%	-12	3%	0.32µM*	3	-11%	-17%
COCCN(C(=S)Nc1cc(C)cc(C)c1)C(C)c1ccco1 (stereo unspecified)	0	4%[10 µM]	6%	-13%	0%	-14	4%	8.9µM*	7	-24%	0%
CCOc1ccc2[nH]c(S(=O)(=O)CC)nc2c1Cl	3	2%	x	x	x	16	u	2%	-12	3%	x
COc1cccc(C(C(=O)NC2CCCCC2)N(CCN2CCOCC2)C(=O)C2COc3ccccc3O2)c1 (stereo unspecified)	0	1%	-5%	-13%	-4%	1	0%	12%	-6	-6%	-3%
CC1(C)CC(=O)C2=C(C1)Nc1ccccc1NC2	-21	6%	0%	-1%	0%	-8	-2%	13µM*	38[activator]	-1%	3%
Cc1c(N=Cc2c(O)n(C3CCCCC3)c(=O)[nH]c2=O)c(=O)n(-c2ccccc2)n1C	0	-2%	-1%	3%	1%	-13	5%	1%[10 µM]	-1	5%	-1%
COc1ccc(C(=O)NCC(=O)OCC(=O)NC(=O)NC2CCCCC2)cc1OC	6	-3%	-5%	-1%	15%	-16	0%	18%	-8	-3%	2%
COc1ccc(S(=O)(=O)NCC2CCCN(C(=O)c3ccco3)C2)cc1 (stereo unspecified)	4	-4%	-2%	-5%	-1%	0	5%	30%	-19	x	-1%
Cc1ccccc1S(=O)(=O)Cc1ccc(C(=O)NC2CCCCC2C)o1 (stereo unspecified)	0	17%	-14%	-3%	-4%	-16	1%	5%	-15	-2%	2%
Cc1ccc(C)c(S(=O)(=O)N2CCN(C(=O)C3CCN(c4ncnc5sc(C)c(C)c45)CC3)CC2)c1	x	x	-10%	-15%	-11%	-13	-2%	x	1	-9%	10%
CCNC(=O)c1ccc(N(C)S(=O)(=O)c2cccs2)cc1	-1	-7%	0%	-12%	-7%	16	-1%	40%	-10	-2%	3%
Cc1ccc(S(=O)(=O)NCC(=O)NCC(=O)OCC(=O)NC(=O)NC(C)(C)C)cc1C	0	-3%	4%	-2%	0%	-4	-1%	17%	9	3%	0%
COc1ccccc1CN(C)C(=O)C1(c2ccc(Cl)cc2)CC1	1	-4%	-5%	-6%	-4%	6	-1%	25%	18	2%	1%
Cc1cc2ccc(C)c(C)c2nc1SCC(=O)c1cccs1	0	24%	-3%	4%	-1%	-17	-2%	1%	9	x	-8%
CCOC(=O)/C(=N\Nc1cc(Cl)ccc1Cl)N1CCN(CC)CC1	-3	-13%	-1%	-11%	-4%	-12	-1%	-28%	10	0%	-2%
COc1ccc(/C=C\c2onc(C)c2S(=O)(=O)N2CCC(C(=O)NCc3ccco3)CC2)cc1	1	-5%	6%	-6%	-5%	-17	-3%	39%	-9	-3%	0%
Cc1cc(C)n2nc(C(=O)OCC(=O)c3cc(C)n(C)c3C)nc2n1	0	7%	1%	4%	0%	-19	1%	-12%	14	-1%	u
Cc1ccc(-c2ccc(CCC(=O)O)n2NC(=O)c2cccs2)cc1	4	u	u	2%	-8%	-13	-3%	-4%	-12	4%	-21%
O=C(COC(=O)c1cccc(S(=O)(=O)N2CCCCCC2)c1)NCc1ccc(Cl)cc1	x	x	-4%	-1%	-3%	-14	0%	x	5	-2%	1%
Cc1nc(C)n(CCNS(=O)(=O)c2ccccc2)n1	0	-5%	1%	-6%	2%	-4	-1%	-1%	5	-4%	2%
O=C(Nc1ccccc1Cl)N1CCN(c2ccc3nncn3n2)CC1	4	6%	4%	1%	0%	9	-1%	-12%	-8	2%	3%
COc1cccc(/C=N/NC(=O)c2c(C)nc3ccc(Cl)cn23)c1O	0	4µM*	6%	-46%[inhibitor]	-30%[inhibitor]	-12	-17%	3.2µM*	-6	-11%	-2%
CC(C)c1ccc(-c2nnn(CCC#N)n2)cc1	0	11%	u	24%	19%	7	u	12%	-6	1%	0%
CC1CCC2(CC1)NC(=O)N(CC(=O)Nc1cc(S(=O)(=O)N3CCCC3)ccc1Cl)C2=O (stereo unspecified)	x	x	-1%	x	x	-6	x	x	-4	-3%	-2%
Cc1ccc(NC(=O)CCC(=O)NNC(=O)c2cccs2)cc1C	2	9%	7%	2%	0%	0	-16%	8%	-3	x	3%
Fc1ccc(CN2CCN(C(=S)NCCc3ccccc3)CC2)c(Cl)c1	0	4%	-13%	-7%	-5%	-13	-1%	-44%	-4	x	0%
Cc1cnc(CN(C)C(=O)CC2C(=O)NCCN2Cc2cccc(F)c2F)[nH]1 (stereo unspecified)	x	-9%	4%	-6%	-1%	-7	3%	-21%	-14	6%	0%
Cc1nnc(NC(=O)c2ccncc2)s1	3	21%	-1%	8%	-1%	-18	-12%	15%	-17	3%	2%
O=S(=O)(NCc1cccnc1)c1ccc(Br)c2ccccc12	-1	1%	-36%[inhibitor]	-2%	-2%	14	-2%	-8%	2	-1%	4%
FC(F)(F)c1cc(Oc2ccc(Cl)cc2)nc(-c2ccccn2)n1	2	1%	-1%	4%	2%	-26	6%	-11%	5	x	1%
COc1ccc(C(=O)Nc2cccc(/C=C(\CCC(=O)O)c3nc4ccccc4s3)c2)cc1	8	-6%	0%	u	3.2µM*	8	9.5µM*	u	-12	0%	5%
CC(=O)N1C(=O)/C(=C2\SC(=S)N(NS(=O)(=O)c3ccc(C)cc3)C2=O)c2ccccc21	2	-1%	-1%	-5%	-2%	15	u	5%	2	4%	0%
CCC(C(=O)NCCN1CCOCC1)n1nc(C)n2c(cc3sccc32)c1=O (stereo unspecified)	x	-11%	1%	-7%	-1%	7	9%	-1%	-26	2%	1%
Cc1ccc(NC(=O)CSc2nnc(C)n2C2CC2)cc1S(=O)(=O)N1CCOCC1	x	x	1%	-3%	-1%	-3	7%	x	0	13%	0%
Cc1cccc2c1cnn2C(=O)CCC(=O)NCc1ccc(F)cc1	0	-6%	1%	3%	-4%	10	2%	0%	-19	10%	0%
O=C(NCCN1CCCCC1)Nc1cccc(F)c1	2	4%	-3%	-6%	-1%	-28	-1%	-2%	19	2%	1%
CCCCCn1c(N)c(-c2nc3ccccc3o2)c2c([N+](=O)[O-])nn(C)c(=O)c21	3	-1%	4%	-5%	-4%	-9	4%	-3%	-3	7%	3%
N#CCC(=O)Nc1ccc(C(=O)N2CCN(c3ccccn3)CC2)cc1	3	-12%	-3%	-9%	-5%	15	3%	8%	-2	7%	-4%
O=C(O)CN1CCN(Cc2ccccc2)C1=O	3	8%	1%	-1%	-5%	8	-3%	4%	-3	x	1%[0.46 µM]
O=c1c(-c2ccc(F)cc2)[n+]([O-])c2ccccc2n1OCc1ccccn1	2	-1%[10 µM]	-3%	-10%	-7%	-2	0%	1%	9	6%	-1%
